Screening data (PubChem)
SRC2 inh: human SRC2 (NCOA2) inhibition; HEK293 GAL4-SRC2 luciferase reporter, luminescence; inhibition, % at 9 µM; 370,000 compounds, 0.17% hits; AID 651957;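 active means inhibition above the mean inhibition of all tested compounds plus 3 SD, set per campaign, cut at about 52% in these data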;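 further: 0% = DMSO treated cells and 100% = cells given Gossypol at 36 µM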
Vif inh: HIV Vif inhibition. HEK293T cells, Vif self-association by quenched fluorescence, imaging, 24 h. inhibition, % at 7.49 µM. 340,000 compounds, 0.35% hits. AID 602346; in the data active means inhibition above about 50%, passing the limit was not always enough; inconclusive means no clear call, values can overlap the other calls; inactive means below about 31%; further: some results filed as inactive read as strong as hits
TLR9-MyD88 inh: TLR9-MyD88 interaction inhibition; Q9NR96+Q99836; CHO BLA complementation TLR9-MyD88, CCF4 FRET ratio; inhibition, % at 4.98 µM; 340,000 compounds, 0.21% hits; AID 504734;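 active means inhibition above the mean over all tested compounds plus 3 SD, cut at about 21% in these data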;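 further: 0% = DMSO only wells and 100% = clavulanate BLA inhibitor control wells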
NCOA3 inh: inhibits human SRC3 coactivator | HEK293 GAL4-SRC3 luciferase reporter, luminescence | AID 588352 | inhibition, % at 3.6 µM | 360,000 compounds, 0.17% hits | Q9Y6Q9;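 active means inhibition above a per-campaign cutoff, the mean of all compounds plus 3 SD, cut at about 60% in these data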;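 further: 0% = DMSO-treated cells and 100% = gossypol-treated cells at 36 µM; higher means less SRC3-driven luciferase light from the GAL4 reporter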
LRH-1 inv ag: NR5A2 inverse agonism in reporter assay; HEK293T StAR-luciferase reporter, LRH-1 transfected, 24 h; inhibition, % at 3.6 µM; 360,000 compounds, 0.13% hits;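 active means inhibition above the mean inhibition of all tested compounds plus 3 SD, cut at about 73% in these data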;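 further: 0% = DMSO wells and 100% = reporter-only cells lacking LRH-1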
NCOA1 inh: human NCOA1 inhibition. AID 588354. HEK293 GAL4-SRC1 luciferase reporter, luminescence. Q15788. inhibition, % at 3.6 µM. 360,000 compounds, 0.12% hits;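 active means inhibition above the campaign mean plus 3 SD, with each screening campaign given its own cutoff, cut at about 60% in these data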;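 further: 0% = DMSO treated cells and 100% = gossypol at 36 µM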
NOD2-RIPK2 inh: inhibitors of human NOD2-RIPK2 interaction | CHO BLA complementation NOD2-RIPK2, CCF4 ratio | AID 624267 | 360,000 compounds, 0.38% hits | inhibition, % at 4.98 µM; in the data active means inhibition above about 21%;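 further: 0% = vehicle only and 100% = reference blocker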
LMP1 NFkB inh: reduces LMP1-driven NF-kappaB luciferase signal; inhibition, % at 12.5 µM; 350,000 compounds, 0.69% hits; AID 504558; LMP1-induced NF-kappaB luciferase reporter cells, luminescence; in the data active means inhibition above about 41%; inconclusive means no clear call, values can overlap the other calls;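 further: 0% = neutral control wells and 100% = reference inhibitor control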
NR2F2 inh: inhibitors of human COUP-TFII (NR2F2) | P24468 | HEK293T NGFI-A luciferase reporter, luminescence | inhibition, % at 8.6 µM | 370,000 compounds, 0.7% hits;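 active means inhibition above a per-plate cutoff, mean inhibition of test wells between control levels plus 3 SD, cut at about 38% in these data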;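 further: cells cotransfected with COUP-TFII expression vector driving the NGFI-A reporter; 0% = median of COUP-TF2 test wells and 100% = reporter-only cells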
C8 TRAIL sens: sensitizes caspase-8 expressing cells to TRAIL | NB7+C8 cells + TRAIL, ATPlite viability luminescence | inhibition (viability loss, TRAIL sensitization), % at 10 µM | 360,000 compounds, 1% hits;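 active means compounds causing at least 50% loss of cell viability in the single-dose screen, relative to plate controls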
TROY NFkB inh: TROY signaling inhibition; 360,000 compounds, 0.98% hits; Q293 LMP1-TROYcd NF-kB luciferase reporter, 4 h; AID 1347056; inhibition, % at 10 µM;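 active means compounds whose plate-normalised and pattern-corrected inhibition of the luciferase reporter signal at the single screening dose is 50% or more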
* hit, by the source's call; ? = inconclusive; / = no result given. Not all compounds are listed; count on the stated rates, not on these rows.

SMILES	SRC2 inh	Vif inh	TLR9-MyD88 inh	NCOA3 inh	LRH-1 inv ag	NCOA1 inh	NOD2-RIPK2 inh	LMP1 NFkB inh	NR2F2 inh	C8 TRAIL sens	TROY NFkB inh
COc1ccc(/C=N/NC(=O)CSc2nnc(CCCc3ccc(OC)c(C)c3)o2)cc1	-14	-10	-8	1	7	-1	-1	6	6	10	-3
O=C(O)c1cc(NS(=O)(=O)c2cccc3nsnc23)cc(C(=O)O)c1	0	-8	-3	-3	12	7	-13	1	-1	-5	-2
COc1ccc2cc(CNCCOCCOCCNCc3ccc4cc(OC)ccc4c3)ccc2c1	-24	-5	-6	1	-13	-14	18	-54	-7	88*	58*
CCCc1cc(C(=O)NNC(=S)NCC)c2ccccc2n1	14	1	-8	2	5	-7	3	3	-15	-3	3
Cc1ccc(NC(=O)CN2C(=O)N/C(=C\c3cccn3-c3cccc(C(=O)O)c3)C2=O)cc1	/	-4	14	-1	-2	-23	-7	4	/	-7	-14
CC1CN(S(=O)(=O)c2cccc3nsnc23)CC(C)O1 (stereo not drawn)	-4	/	12	-6	-6	-15	-9	4	-18	-21	-26
C[C@H](CO)N1C[C@H](C)[C@@H](CN(C)S(=O)(=O)c2ccccc2)Oc2c(NC(=O)C3CC3)cccc2C1=O	8	0	-4	0	-13	-2	0	-16	-2	-13	8
CCn1c(SCC(=O)N(C)Cc2ccc(OC)c(F)c2)nc2cc(S(N)(=O)=O)ccc21	2	-2	-6	-9	14	5	-3	-4	19	0	-3
N#C/C(=C\c1ccc(N2CCOCC2)o1)c1ccccc1	-29	17	11	-107	9	-178	13	-27	0	-3	-6
Cc1cc(C)n2nc(SCC(=O)N3CCCCC3C)nc2n1 (stereo not drawn)	8	10	-13	4	-9	0	-5	-8	-16	-3	-8
CCn1c(=NC(=O)CS(=O)(=O)c2ccc(C)cc2)sc2cccc(OC)c21	33	-17	-2	6	-2	-15	-5	19	0	8	35
CCOC(=O)C1CCN(C(=O)COC(=O)CNS(=O)(=O)c2ccc(SC)c([N+](=O)[O-])c2)CC1	9	-2	-4	-1	7	3	-1	4	-16	6	2
CN1/C(=C\C(=O)CSc2cccc[n+]2[O-])C(C)(C)c2ccccc21	-11	7	0	7	-14	-3	-8	-4	1	-8	3
CCN(c1ccccc1)S(=O)(=O)c1ccc(Cl)c(NC(=O)CSc2nc(N)cc(=O)[nH]2)c1	7	/	2	-11	-13	-20	1	-8	-9	-19	1
CCCS(=O)(=O)N1CCN(CCN2C(=O)c3cccc4cccc(c34)C2=O)CC1	-41	6	4	14	14	-18	4	5	17	4	-20
CN(CC(=O)NCCc1ccc(S(N)(=O)=O)cc1)Cc1c(F)cccc1Cl	-8	2	0	1	-5	-17	1	-11	13	-20	-44
O=C(/C=C/c1ccco1)NC(=S)Nc1ccccc1N1CCOCC1	4	9	2	11	10	-4	2	-5	-11	7	9
Cc1ccccc1NC(=O)CC(=O)c1ccccc1	25	7	-3	-33	-21	-12	2	4	-2	12	-25
O=C1C=C(c2ccc3ncccc3c2)C[C@@H](c2ccc(F)cc2)C1	/	-18	-11	-3	-2	1	5	2	/	-10	1
Cc1csc2c(N3CCN(S(=O)(=O)c4ccc(Cl)cc4)CC3)ncnc12	5	1	6	27	4	10	-8	-5	2	11	-6
CC(C)(C)c1ccc(C(=O)NCC2CCCN2S(=O)(=O)c2ccccc2)cc1 (stereo not drawn)	5	-8	-8	3	-12	7	10	12	23	20	-7
O=C1CCCN2N=C(SCC(=O)N3CCCCC3)SC2=N1	9	-37	2	13	7	-5	-9	-7	9	0	3
COc1ccc(-c2noc(CCCC(=O)Nc3ccc(C(N)=O)cc3)n2)cc1	65*	-1	-9	22	5	15	2	9	55*	19	-1
CCn1cnc2c1c(=O)n(CC(=O)Nc1cc(C)on1)c(=O)n2Cc1ccccc1	9	13	-7	19	-17	1	-5	6	-8	-5	-2
Cc1ccc2[nH]c(C(=O)O)c(NC(=O)CN3CCN(c4cccc(C)c4C)CC3)c2c1	-1	?	0	1	-2	-17	-5	-5	-2	-21	10
Cc1cc2oc(=O)cc(CN3CCCCC3C)c2cc1C(C)C (stereo not drawn)	14	9	-15	5	6	-26	-2	-13	5	-18	-11
COc1cccc(-c2nc(-c3ccccc3)c3ccc(Cl)cc3n2)c1	12	/	/	/	-2	/	-4	/	-9	2	-10
COC(=O)C1=C(C)N(c2ccc(C)cc2)/C(=C/c2cccs2)C1=O	-4	9	0	14	11	10	2	5	-7	8	0
CNC(=O)CN1C(=O)COc2ccc(S(=O)(=O)N3CCCCCC3)cc21	-8	-4	-5	-14	-18	-2	-7	-9	-18	11	-12
O=C(OCN1C(=O)c2ccccc2C1=O)c1cc(S(=O)(=O)N2CCOCC2)ccc1F	-4	/	-4	17	26	-9	6	4	0	12	3
O=C(NCCc1ccccc1)C1CCC(CNc2c(N3CCCCC3)c(=O)c2=O)CC1 (stereo not drawn)	-23	10	10	-14	1	7	-6	4	-3	14	-21
CCOc1cc(Cl)c(NC(=O)CC)cc1OCC	5	1	0	6	16	8	-1	-4	-4	-4	2
COc1ccc(S(=O)(=O)NCCc2ccccc2)cc1OC	-25	-2	11	-12	-8	6	-12	5	11	-9	-18
CSCCC(NC(=O)CCN1C(=O)c2ccccc2C1=O)C(=O)O (stereo not drawn)	4	-2	2	5	11	-40	1	-3	-5	-11	9
CCOC(=O)[C@H]1[C@H]2COc3ccc(Br)cc3[C@@H]2N2C(=O)c3ccc(C)cc3NC(=O)[C@@]12C	-15	-4	-4	0	-5	0	-6	31	-12	12	11
CCn1cnc2cc(NCc3ccc(N(C)C)cc3)ccc21	6	-2	-33	-7	0	-21	-1	-12	-10	19	67*
Nc1nc(Nc2ccccc2Br)nc(C(F)(F)F)n1	-53	18	7	-22	6	-7	6	-19	-12	-6	-26
Cc1cc(OCC(=O)Nc2c(C)n(C)n(-c3ccccc3)c2=O)ccc1[N+](=O)[O-]	-20	12	3	-3	4	-9	8	8	-16	5	-5
Cc1cc2oc(=O)cc(CN3CCC(C)CC3)c2cc1Cl	4	/	-2	-32	-20	-7	3	-7	-8	5	0
O=S(=O)(Cc1ccccc1)N1CCCc2ccccc21	-13	/	9	4	-15	2	-4	2	-18	2	-15
O=C(NCC(=O)N1CCCC(C(F)(F)F)C1)c1ccco1 (stereo not drawn)	-37	6	-15	-4	-4	7	-86	-1	-3	1	3
COc1ccccc1CCNC(=O)c1ccc(C)o1	6	6	1	0	-30	-20	-7	5	6	-10	-12
COc1ccc(NC(=O)CSc2nc3c([nH]c4ccccc43)c(=O)n2C)c(OC)c1	16	16	9	27	27	0	-6	-17	-23	9	4
c1ccc(Sc2cnc3ccccc3n2)cc1	-28	0	-1	-72	-59	-75	-6	-24	-20	14	-46
CCCCNC(=S)NC1CCCC1	2	-3	2	-4	-9	7	1	4	14	-1	-8
Brc1ccc(C2=Nn3c(nnc3-c3n[nH]c4c3CCC4)SC2)cc1	-13	13	-2	42	50	5	8	26	-51	8	20
CCC1(c2ccccc2)NC(=S)N(c2ccc(C)c(C)c2)N1 (stereo not drawn)	-30	2	-2	-23	-41	-30	-1	-6	-13	5	-37
Cc1ccc(NCc2nnc(SCC(=O)OC3CCCCC3)o2)c(C)c1	4	/	8	2	10	-11	-2	-1	9	-10	6
COc1cc2sc(-c3ccccc3OC)c(-c3ccc(OCCN4CCCCC4)cc3)c2cc1OC	-16	8	-2	19	-5	-1	4	-27	-8	31	9
Cc1cccc(NC(=O)c2nnn(-c3cccc(C(F)(F)F)c3)c2N)c1	-13	-3	-45	4	-17	2	8	-12	0	2	-17
Next part.
SMILES	SRC2 inh	Vif inh	TLR9-MyD88 inh	NCOA3 inh	LRH-1 inv ag	NCOA1 inh	NOD2-RIPK2 inh	LMP1 NFkB inh	NR2F2 inh	C8 TRAIL sens	TROY NFkB inh
CCC(C)NC(=O)CSc1ccc(S(=O)(=O)N(C)C2CCCCC2)cn1 (stereo not drawn)	-10	-3	9	-18	8	-20	5	4	0	1	6
CC(=O)C1=C(C)NC(=O)NC1c1cc(Br)ccc1OCC#N (stereo not drawn)	0	-2	12	-21	-1	-4	-16	-6	-4	-8	7
C[C@]1(CC/C(=C/CO)CO)[C@H](C=O)CC[C@@]23COC(=O)C2=CCC[C@@H]31	18	-5	/	16	6	1	-16	/	8	14	-15
CNC[C@H]1Oc2c(NC(=O)C3CC3)cccc2C(=O)N([C@H](C)CO)C[C@@H]1C	3	-3	-2	4	-13	14	-3	-21	2	3	-9
Cc1sc2nc(CSc3ccc([N+](=O)[O-])c(C(F)(F)F)c3)[nH]c(=O)c2c1C	-16	-13	1	-2	2	10	-14	9	7	-6	-11
CC1CN(C(=O)CSc2nnc(-c3ccncc3)n2-c2ccccc2)CC(C)O1 (stereo not drawn)	4	-10	-1	-1	-34	-22	-8	8	2	3	-4
CN(C)c1ccc(C(CC(=O)c2ccccc2)C2CCCCC2=O)cc1 (stereo not drawn)	-5	3	2	7	-1	-18	-3	-7	-9	-7	2
N#Cc1ccc2ccn(CC(=O)NC3CCCCCC3)c2c1	13	-3	4	11	15	-13	8	1	5	-15	-9
CC(=O)N1CCc2cc(S(=O)(=O)CCC(=O)N3CCc4ccccc4C3)ccc21	-26	4	-6	5	-22	-3	-5	-12	-3	-7	4
CCc1ccc(NC(=S)N(CCC(C)C)C2CCN(C(C)=O)CC2)cc1	15	4	-1	-11	-1	-12	-2	-1	24	-5	-23

Marked active in NR2F2 inh, among the entries above:
Compound	SRC2 inh	Vif inh	TLR9-MyD88 inh	NCOA3 inh	LRH-1 inv ag	NCOA1 inh	NOD2-RIPK2 inh	LMP1 NFkB inh	NR2F2 inh
COc1ccc(-c2noc(CCCC(=O)Nc3ccc(C(N)=O)cc3)n2)cc1	65*	-1	-9	22	5	15	2	9	55*

(listing goes on)
SMILES	SRC2 inh	Vif inh	TLR9-MyD88 inh	NCOA3 inh	LRH-1 inv ag	NCOA1 inh	NOD2-RIPK2 inh	LMP1 NFkB inh	NR2F2 inh	C8 TRAIL sens	TROY NFkB inh
COc1ccc(S(=O)(=O)N2CCC3(CC2)CC(=O)c2ccccc2O3)cc1C	3	3	4	15	9	-3	6	3	-16	9	-1
CN(C)C(=O)c1ccc(COc2ccccc2Br)o1	-70	-1	-2	-72	-92	-35	-4	-13	-19	-3	-31
COc1ccc(NS(=O)(=O)c2cn(C)c(=O)n(C)c2=O)cc1	-17	-2	-8	6	-15	-4	-9	6	0	-5	0
O=C(O)c1cc(NCc2ccc3c(c2)OCO3)ccc1N1CCOCC1	-1	8	-5	7	1	-9	-2	9	-11	-11	5
COc1cccc(C2=NOC(C(=O)NCc3ccccc3)C2)c1 (stereo not drawn)	-21	/	2	1	17	-19	2	-7	19	9	8
COc1ccc(NC(=O)Nc2ccc3c(c2)C(=O)N([C@H](C)CO)C[C@H](C)[C@H](CN(C)Cc2ccc(C(=O)O)cc2)OCCCC[C@@H](C)O3)cc1	-9	-2	-8	-29	-12	-4	-1	1	-15	-5	8
COC(=O)c1ccccc1NC(=O)CSc1nc(Nc2ccccc2)nc(N2CCOCC2)n1	-10	-3	-11	-2	3	0	1	-6	4	1	1
CC(CCc1ccccc1)NC(=O)COC(=O)C(CCC(N)=O)NC(=O)c1ccc(F)cc1 (stereo not drawn)	6	-3	5	12	-1	-12	-8	0	-17	5	-2
